mHTT CaM bind: mutant huntingtin-calmodulin interaction inhibitors – biochemical, AlphaScreen, primary screen; P42858; 190,000 tested, 3.6% active; inhibition, % at 15 µM; AlphaScreen His-mHTT/GST-CaM binding, luminescence;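 further: 0% = both proteins with DMSO and 100% = one protein alone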
Pf apPOL block: Pf-apPOL inhibitors, biochemical, fluorescence; Plasmodium falciparum apicoplast DNA polymerase (apPOL); 210,000 tested, 0.25% active; Recombinant Pf-apPOL, molecular beacon fluorescence, 1.5 h; inhibition, % at 10 µM; AID 1794808, 2022
Active calls of the source: *; i = inactive; . = not tested or not shown; & = joins results of further samples. No stated cut-off is given here; in the data, active means inhibition above about 50%; inactive means the rest. An excerpt. The share of hits here may be higher or lower than overall.

| structure | mHTT CaM bind | Pf apPOL block |
| --- | --- | --- |
| COc1cc2c(cc1OC)CN(CC(O)COCC13CC4CC(CC(C4)C1)C3)CC2 (centres undefined) | 25 | 2 |
| CC(=O)c1cccc(NS(=O)(=O)c2cc(Br)cc3c2N(C(C)=O)C(C)C3)c1 (centres undefined) | 7 | -1 |
| COc1ccc(CCN2CC(C(=O)NCC3CCCCC3)CC2=O)cc1OC (centres undefined) | 3 | -12 |
| COc1ccc(NC(=O)c2ccc(I)cc2)cc1Cl | 2 | -3 |
| O=C(C1CC1)N1CCCC1c1ccccc1Cl (centres undefined) | -1 | -4 |
| O=C(CC1(O)C(=O)N(Cc2ccc(Cl)cc2)c2ccccc21)c1ccco1 (centres undefined) | 10 | 0 |
| COC(OC)C12c3ccccc3C(c3ccccc31)C1C(=O)N(c3ccccc3)C(=O)C12 (centres undefined) | 11 | -6 |
| Oc1ccc(Br)cc1C=Nc1c(-c2ccco2)nc2ccccn12 | 62* | -5 |
| Cc1ccccc1C(=O)Oc1ccc2c(c1)OC(=Cc1ccncc1)C2=O | 16 | -8 |
| CC(C)CCNC(=O)N1CCC2(C1)C(=O)Nc1ccccc12 (centres undefined) | 5 | -6 |
| O=C(Nc1cc(C(F)(F)F)cc(C(F)(F)F)c1)Nc1c(Br)cc(Br)cc1-c1nn[nH]n1 | . | -52 |
| Clc1ccc(Nc2ccc(-n3ccnc3)nn2)cc1 | -5 | . |
| CC(=O)Nc1ccc(S(=O)(=O)N2CCC(c3noc(-c4cccc(F)c4)n3)CC2)cc1 | -1 | -2 |
| CCNC(=O)N(CC)CC(=O)N1CCn2cccc2C1c1ccccc1C (centres undefined) | -4 | -3 |
| Cc1nc2n(c(=O)c1C)CCN2CC(=O)NCc1ccccc1Cl | 4 | -6 |
| COc1ccc(Cl)cc1NC(=O)N1CCn2cccc2C1Cc1ccccc1 (centres undefined) | 62* | -2 |
| CCn1c(C2CCN(C(=O)c3cccnc3)C2)nc2cccnc21 (centres undefined) | 0 | 3 |
| O=C(O)CCc1ccc(-c2ccccc2)n1-c1ccc(Br)cc1 | 36 | -4 |
| CC(C)C(=O)N1CCN(c2ccc(Br)cc2)C(=O)C1C (centres undefined) | -1 | -4 |
| CCOc1ccccc1NC(=O)c1nn(-c2cc(OC)cc(OC)c2)c(=O)c2ccccc12 | -1 | -2 |
| COC(=O)Cn1cnc2c(-c3ccccc3C)csc2c1=O | -6 | -2 |
| CCn1ccc(C(=O)N2CCC3(CC2)Nc2cccnc2NC3=NCc2ccccc2)n1 | 1 | -5 |
| O=C(NC1CCCC1)C1CCN(c2nc3ccsc3c(=O)n2Cc2ccccc2)CC1 | 2 | -3 |
| N=c1c(C(=O)NCc2ccccc2)cc2c(=O)n3ccccc3nc2n1CCc1ccccc1 | 11 | -9 |
| CCN1C(=O)COc2ccc(-c3noc(-c4ccc(C)cc4)n3)cc21 | -8 | 0 |
| CC1CCN(CC2CCN(S(=O)(=O)c3cccc(F)c3)CC2)CC1 | 0 | -4 |
| C=C(C)Cn1c(N2CCCC2)nc2c1c(=O)n(C)c(=O)n2C | -6 | -1 |
| CC(C)NC(=O)c1cn2ccnc(-c3ccccc3)c2n1 | -1 | 8 |
| COc1ccccc1CC(=O)N1CCCCC1 | -4 | -3 |
| Cc1cc(C)c(C)c(S(=O)(=O)NCc2ccc(C(=O)O)cc2)c1C | -13 | -7 |

(list continues)
| structure | mHTT CaM bind | Pf apPOL block |
| --- | --- | --- |
| COc1ccc(/C=c2\sc3nnc(-c4ccccc4Cl)n3c2=O)cc1 | 7 | 3 |
| CC(C)C(=O)N1CCN(c2nc3c(s2)CC(C(=O)NCCc2ccccn2)CC3)CC1 (centres undefined) | 6 | -3 |
| Cc1cc(NC(=O)NC(=O)c2c(Cl)cccc2Cl)no1 | . | -1&19 |
| CC(C)c1ccc(/C=c2\sc3ncnn3c2=O)cc1 | 6 | -18 |
| CCN(CC)S(=O)(=O)c1ccc(OC)c(NC(=O)c2cccs2)c1 | 3 | 0 |
| CCc1cccc(C)c1NC(=O)COc1cc(C)cc(C)c1 | -5 | -1 |
| COc1ccc(/C=C2\NC(=O)N(Cc3ccccc3F)C2=O)cc1 | -5 | 5 |
| CC(=NOC(=O)Nc1ccc(Cl)cc1)c1ccc2c(c1)CCO2 | . | -2 |
| O=C1OC(c2ccccc2)=C/C1=C/c1ccc2c(c1)OCO2 | 11&13 | -141 |
| O=C(c1ccncc1)N1CCN(Cc2cccnc2)CC1 | 2 | 1 |
| CCCC(=O)Nc1ccc(Nc2ccccc2)cc1 | 11 | -5 |
| O=C(O)CN1Cc2ccccc2C1=O | -7 | 0 |
| CCc1ccc(NC(=O)N2CCC3(CC2)Nc2cc(F)ccc2-n2cccc23)cc1 | 72* | -3 |
| NC(=O)NC(c1ccccc1)c1ccc(O)cc1 (centres undefined) | 0 | -3 |
| COCCN1COc2ccc3c(=O)c(Oc4cccc(OC)c4)c(C(F)(F)F)oc3c2C1 | 4 | 3 |
| O=C(NCc1cccnc1)C(O)(c1ccccc1)c1ccccc1 | -10 | 0 |
| Cc1ccc(C(=O)NCCSC2CCCCC2)cc1[N+](=O)[O-] | 3 | 12 |
| O=C1C=CC(=NOC(=O)c2ccccc2Br)C=C1 | 89* | 10 |
| COc1cc(C(=O)N2CCN(Cc3cccc(Br)c3)CC2)cc(OC)c1OC | 11 | -2 |
| COc1ccc(/C=C2/N=C(c3ccc(Cl)c([N+](=O)[O-])c3)OC2=O)c(OC)c1OC | 8 | -6 |
| CS(=O)(=O)N1CCc2ccc(NC(=O)Nc3ccc(Cl)cc3F)cc21 | -3 | -1 |
| CC(=O)NC1=NC(=O)/C(=C\c2ccc(-c3ccccc3C(=O)O)o2)S1 | 18 | 2 |
| Cc1ccccc1CC(=O)N1CCc2[nH]cnc2C12CCCC2 | -3 | 2 |
| COCCN1C(=O)Cc2ccccc2C1C(=O)NCc1ccc2c(c1)OCO2 (centres undefined) | 4 | -7 |
| O=C(NCCCN1CCCC1=O)C(=O)NCC1OCCN1S(=O)(=O)c1cccs1 (centres undefined) | 0 | 1 |
| Cc1ccccc1C(=O)N1CCC(C(=O)NCCc2csc(-c3ccccc3)n2)CC1 | 15 | 1 |
| CCOC(=O)N1CCN(C(=O)C(C)(C)Oc2ccc(Cl)cc2)CC1 | -3 | -2 |
| Cc1cc(N2CCN(C)CC2)nc2ccc(NC(=O)/C=C/c3cccnc3)cc12 | 5 | -6 |
| CC(C)Oc1nc(-c2ccccc2Cl)nc2ccccc12 | -45 | -3 |
| CC(C)Cn1c(=O)c(N2CCN(C(=O)c3nccc4ccccc34)CC2)nc2ccncc21 | 14 | -8 |

A draw from above in order of number of heavy atoms, lowest first:
| structure | mHTT CaM bind | Pf apPOL block |
| --- | --- | --- |
| O=C(c1ccncc1)N1CCN(Cc2cccnc2)CC1 | 2 | 1 |
| COc1ccc(/C=C2\NC(=O)N(Cc3ccccc3F)C2=O)cc1 | -5 | 5 |
| CC(C)Cn1c(=O)c(N2CCN(C(=O)c3nccc4ccccc34)CC2)nc2ccncc21 | 14 | -8 |

The list goes on:
| structure | mHTT CaM bind | Pf apPOL block |
| --- | --- | --- |
| COc1cccc(C(CNC(=O)c2ccc(Br)o2)N2CCOCC2)c1 (centres undefined) | -7 | -1 |
| O=C(CC1COc2ccccc2NC1=O)NCCc1ccc(Cl)cc1 (centres undefined) | 13 | -4 |
| CC(C)N1C(=O)C2C3CC(=O)C(c4ccccc43)C2C1=O (centres undefined) | -5 | 3 |
| Cc1ccc(-n2ncc3c(NC4CCCCC4)ncnc32)c(C)c1 | 16 | -4 |
| CS(=O)(=O)NC1CC2CC1CN2C(=O)c1ccccc1C(F)(F)F (centres undefined) | -3 | -1 |
| COc1ccc(NC(=O)c2cc3c(n2C)CCN(Cc2ccccc2)C3)cc1 | 17 | -9 |
| O=C(c1ccc(OCC2CCN(C(=O)C3CCC3)CC2)cc1)N1CCCCC1 | 1 | -4 |
| COc1ccc(-c2nc3cccnc3n2C2CCN(C(=O)c3cccc(F)c3)C2)cc1 (centres undefined) | 28 | 3 |
| CCN1CCN(C(=O)CN2C(=O)C3CCCN3C(=O)c3cc(C)ccc32)CC1 (centres undefined) | -5 | -3 |
| Cc1cc(OCC(=O)N2CCN(c3ccccn3)CC2)ccc1Br | 21 | -5 |
| O=S1(=O)N[C@H](Cc2ccccc2)COc2cccc(N3CCN(Cc4ccccc4F)CC3)c21 | 62* | -6 |
| O=Cc1cn(CC(=O)Nc2ccc([N+](=O)[O-])cc2)c2ccccc12 | 1 | -7 |
| CCCn1ncc(N2CCC(C(=O)Nc3ccc(OC)cc3C)CC2)cc1=O | -3 | -4 |
| Cc1ccc(C2CC(=O)C3=C(C2)Nc2ccccc2NC3c2coc3ccc(C)cc3c2=O)cc1 (centres undefined) | 17 | -5 |
| COC(=O)c1ccc(Oc2coc3cc(O)ccc3c2=O)cc1 | 1 | 0 |
| Cc1c2oc(=O)cc(-c3ccccc3)c2cc2c(C(C)(C)C)coc12 | -10 | -6 |
| CCN1C(=O)C2(SCCN2C(C)=O)c2cc(F)ccc21 (centres undefined) | 40 | 0 |
| COC(=O)C(CCSC)NC(=O)c1nc(-c2ccc(C)cc2)n2c1CCCCC2 (centres undefined) | 41 | -1 |
| N/C(=N\OC(=O)c1ccc(Cl)cc1)c1nonc1N | i | -4 |
| Cc1cccc(CNC(=O)c2cnn3c4c(cnc23)CCCCCC4)c1 | -2 | 4 |
| O=C(c1cccc2[nH]cc(CN3CCSCC3)c12)N1CCN(C2CCCC2)CC1 | 13 | -4 |
| Cc1ccccc1C(=O)N1CCN(c2ccccc2F)C(=O)C1C (centres undefined) | -8 | -6 |
| COc1cccc(C(=O)Nc2ccccc2Cl)c1 | -12 | -7 |
| O=C(NCc1ccccc1)C1CC(=O)N(CCc2ccccc2)C1 (centres undefined) | 3 | 0 |
| COc1ccc(Cl)cc1NC(=O)c1cc(I)ccc1Cl | -4 | 5 |
| Cc1ccc(N2C(=O)CSC23C(=O)Nc2ccccc23)c(C)c1 (centres undefined) | 5 | 1 |
| CCCC(=O)Nc1ccc(-c2ccc(NC(=O)CCC)cc2)cc1 | 0 | -10 |
| CCC(C)C(=O)N1CCc2[nH]nc(C(=O)N3CCCCC3)c2C1 (centres undefined) | -3 | -4 |
| C=CCSc1nc(O)c(CC)c(=O)n1-c1ccccc1 | -2 | -6 |
| CC(=O)OCc1c(C)c(C)c(C)c(C)c1C | . | 0 |

Record cards, as listed above. Order of screens: mHTT CaM bind	Pf apPOL block
`COc1ccc(Cl)cc1NC(=O)c1cc(I)ccc1Cl` in the list: -4	5
`COC(=O)C(CCSC)NC(=O)c1nc(-c2ccc(C)cc2)n2c1CCCCC2` (centres undefined) in the list: 41	-1
`Cc1c2oc(=O)cc(-c3ccccc3)c2cc2c(C(C)(C)C)coc12` in the list: -10	-6
`Cc1ccc(C2CC(=O)C3=C(C2)Nc2ccccc2NC3c2coc3ccc(C)cc3c2=O)cc1` (centres undefined) in the list: 17	-5
`COc1cccc(C(=O)Nc2ccccc2Cl)c1` in the list: -12	-7

The list continues.
| structure | mHTT CaM bind | Pf apPOL block |
| --- | --- | --- |
| CCc1cccc(CC)c1NC(=O)CSc1nnc(-c2ccc(N)cc2)n1C | -1 | -14 |
| Cc1ccc(N2CC(C(=O)NC(C)(C)C)CC2=O)cc1Cl (centres undefined) | -1 | -4 |
| Cc1csc2ncc(C(=O)NCc3ccco3)c(=O)n12 | -17 | 11 |
| COc1ccccc1N(C(F)F)S(=O)(=O)c1cc([N+](=O)[O-])ccc1C | 4 | -17 |
| Cc1ccc(N(CC(=O)Nc2cccc([N+](=O)[O-])c2)S(C)(=O)=O)c(C)c1 | 8 | 4 |
| Cc1cc(Cl)ccc1OC(C)C(=O)NCc1ccncc1 (centres undefined) | 0 | -3 |
| C=CCNC(=O)C(=O)Nc1cc(OC)ccc1OC | -4 | -7 |
| CC1Cc2cc(C(=O)Nc3nccs3)ccc2O1 (centres undefined) | 10 | -11 |
| N#Cc1ccc(-c2ccc3c(c2)OCCO3)[nH]c1=S | . | 0 |
| CCc1ccc(CNC(=O)C2CC(=O)N(CCc3ccc(OC)c(OC)c3)C2)cc1 (centres undefined) | -3 | -4 |
| Cc1cccc(N=c2scc(-c3ccco3)n2-c2ccccc2)n1 | . | 5 |
| CN(C)c1nc(N2CCCC2)nc2c1CN(C(=O)c1c(F)cccc1F)CC2 | -1 | -4 |
| Cc1ccc(Cl)cc1N1CCC(C(=O)NCC2CCCO2)C1=O (centres undefined) | 1 | -2 |
| O=C(Cc1ccc([N+](=O)[O-])cc1)Nc1cccc(I)c1 | 2 | -8 |
| CC12CCC(C(=O)Nc3ccc4c(c3)OCO4)(CC1=O)C2(C)C (centres undefined) | 26 | 4 |
| CCOc1ccc(S(=O)(=O)N2CCC(c3nc(C(=O)N(C)C)c(C)o3)CC2)cc1 | -2 | -4 |
| C=CCNC(=O)CN(c1ccc(Cl)c(Cl)c1)S(C)(=O)=O | 0 | -3 |
| CCOc1ccc2c(c1)sc(=NC(=O)c1c(OC)cccc1OC)n2C | 0 | -6 |
| CC(C)NC(=O)c1nsc(C(=O)N2CCN(c3ncccn3)CC2)c1N | -6 | 4 |
| O=C(Nc1nccs1)c1ccc([N+](=O)[O-])s1 | -9 | -4 |
| C#CCOc1c(Cl)cc(/C=C2\C(=O)ON=C2C)cc1OCC | 22 | -1 |
| COc1cccc(N2CCN(c3nc(C(=O)N4CCCCCC4)cs3)CC2)c1 | 22 | -1 |

Compounds above that contain two or more sulfur atoms, in the order listed:
| structure | mHTT CaM bind | Pf apPOL block |
| --- | --- | --- |
| CCN(CC)S(=O)(=O)c1ccc(OC)c(NC(=O)c2cccs2)c1 | 3 | 0 |
| O=C(NCCCN1CCCC1=O)C(=O)NCC1OCCN1S(=O)(=O)c1cccs1 (centres undefined) | 0 | 1 |
| O=C(Nc1nccs1)c1ccc([N+](=O)[O-])s1 | -9 | -4 |

Compound activity as filed in PubChem BioAssay.
